Rac1 mut GTP – human Rac1 activated mutant GTP binding change | 0.11% of 190,000 active | GST-Rac1 activated beads, fluorescent GTP binding, flow cytometry; actives lie on both sides; 100% means binding = to untreated wells | percent activity (GTP binding), % at 10 µM | P63000;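 active means GTP binding at least 20 percentage points away from the 100% baseline, in either direction, so actives lie on both sides; inconclusive means Compound likely fluorescent itself, or too few beads counted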
Mcl1-Bid inh – disrupts binding of human Mcl-1 to Bid peptide. Q07820. TR-FRET Mcl-1/Bid-Dy647 peptide binding, 1536-well. inhibition, % at 21.7 µM. 0.97% of 220,000 active. AID 1021;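 active means compounds that cut the binding signal by more than half at the single screening dose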;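 further: His-tagged Mcl-1 with europium anti-His antibody binding Bid BH3 peptide; 0% = Mcl-1 plus peptide wells and 100% = peptide-only wells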
Target sequence (Q07820 whole entry, looked up): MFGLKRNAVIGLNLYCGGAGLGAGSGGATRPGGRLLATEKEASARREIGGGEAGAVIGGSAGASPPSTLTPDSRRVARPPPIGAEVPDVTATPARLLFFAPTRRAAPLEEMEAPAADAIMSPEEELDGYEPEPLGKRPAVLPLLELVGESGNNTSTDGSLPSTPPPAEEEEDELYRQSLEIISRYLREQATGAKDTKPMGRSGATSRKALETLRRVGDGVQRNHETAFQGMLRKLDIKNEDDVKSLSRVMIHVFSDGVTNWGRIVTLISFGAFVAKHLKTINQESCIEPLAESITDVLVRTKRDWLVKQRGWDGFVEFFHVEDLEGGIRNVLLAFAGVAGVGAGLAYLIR
Pf gamet viab – P. falciparum stage V gametocyte viability inhibition; P. falciparum stage V gametocytes, ATP luminescence, 24 h; inhibition, % at 10.9 µM; 0.065% of 150,000 active;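 active means inhibition above the mean plus 3 SD of compounds within the control limits, set per campaign, cut at about 38% in these data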;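 further: 0% = DMSO wells and 100% = medium only without gametocytes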
HRas wt GTP – changes GTP binding to wildtype human HRas; 0.14% of 190,000 active; GST-Ras wt beads, Bodipy-FL-GTP binding, flow cytometry; actives lie on both sides; GTP binding activity, % at 10 µM;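 active means GTP binding activity at least 20% away from the 100% baseline, either lowered as inhibitor or raised as activator; inconclusive means flagged as likely green fluorescent, judged across all proteins in the well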;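 further: 0% = unlabeled GTP competition control and 100% = no-compound control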
Target sequence (P01112 whole entry, looked up): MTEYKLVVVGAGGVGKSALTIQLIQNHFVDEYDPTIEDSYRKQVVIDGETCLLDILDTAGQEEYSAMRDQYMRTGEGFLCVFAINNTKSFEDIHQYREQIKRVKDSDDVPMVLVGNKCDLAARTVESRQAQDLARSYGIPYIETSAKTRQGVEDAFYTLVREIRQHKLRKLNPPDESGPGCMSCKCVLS
Rab2 wt GTP – changes GTP binding to wildtype dog Rab2A, up or down. P61105. GTP binding activity, % at 10 µM. 0.19% of 190,000 active. AID 760. GST-Rab2 wt beads, Bodipy-GTP binding, flow cytometry;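 active means GTP binding activity at least 20 points away from 100%, either lowered or raised; inconclusive means signal likely due to the compound's own green fluorescence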;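 further: 0% = beads with excess unlabeled GTP and 100% = no-compound control corrected for plate trend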
Rab7 wt GTP bind – alters GTP binding to wildtype dog Rab7; GTP binding activity (percent of control), % at 10 µM; GST-Rab7 beads, fluorescent GTP binding, flow cytometry; actives lie on both sides; untreated = 100%, excess cold GTP = 0%; 0.055% of 190,000 active; AID 758;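 active means fluorescent GTP binding to Rab7 beads changed by at least 20 points from the 100% baseline, either direction, mostly lower; inconclusive means compound itself probably fluorescent, or too few beads counted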;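 further: median green fluorescence of bound Bodipy-FL-GTP per Rab7 bead population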
Avidin bead fluor – avidin bead compound fluorescence profile; Avidin beads, compound fluorescence 488/530 nm, flow cytometry; active compounds read high; fluorescence (KMESF) at 10 µM; 0.38% of 220,000 active; in the data active means fluorescence above about 47; further: inactives centre near 10
Mcl1 Noxa PPI – Mcl-1/Noxa interaction inhibition; Q07820; TR-FRET Mcl-1/Noxa peptide binding, 2 h; inhibition, % at 21.7 µM; 1.5% of 220,000 active;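 active means compounds that cut the protein-peptide binding signal by more than 50% relative to plate controls in a single-dose test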;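 further: His-tagged Mcl-1 with rhodamine Noxa BH3 peptide and terbium anti-His antibody; 0% = Mcl-1 plus Noxa peptide wells and 100% = peptide-only wells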
Rac1 wt modul – alters GTP binding to wildtype human Rac1 | P63000 | GST-Rac1 beads, fluorescent GTP binding, flow cytometry; actives lie on both sides; 0 = cold GTP competed, 100 = untreated | GTP binding activity (% of control), % at 10 µM | 0.27% of 190,000 active;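 active means GTP binding activity at least 20 points away from the 100% control level, either lower or higher; inconclusive means compound flagged as likely green fluorescent, judged across all proteins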
Mcl-1 Bim block – inhibitors of Bim-Mcl-1 interaction, human; Bead-based flow cytometry, Bim peptide-Mcl-1 binding; inhibition, % at 10 µM; 0.1% of 190,000 active; AID 1009; in the data active means inhibition above about 40%;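 further: 0% = no compound tracer wells and 100% = peptide blocker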
Cdc42 wt GTP – changes GTP binding to wildtype human Cdc42; P60953; GST-Cdc42 beads, Bodipy-GTP binding, flow cytometry; actives lie on both sides; 0.2% of 190,000 active; percent activity (GTP binding), % at 10 µM;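 active means percent activity GTP binding at least 20 points away from the 100% baseline, either down as inhibitor or up as activator; inconclusive means compound flagged as likely green fluorescent from well-wide comparison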;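 further: median bead fluorescence of bound Bodipy-FL-GTP at 100 nM; 0% = excess unlabeled GTP control and 100% = no compound control; below 100% means less GTP binding so inhibitor and above means activator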
Target sequence (P60953 whole entry, looked up): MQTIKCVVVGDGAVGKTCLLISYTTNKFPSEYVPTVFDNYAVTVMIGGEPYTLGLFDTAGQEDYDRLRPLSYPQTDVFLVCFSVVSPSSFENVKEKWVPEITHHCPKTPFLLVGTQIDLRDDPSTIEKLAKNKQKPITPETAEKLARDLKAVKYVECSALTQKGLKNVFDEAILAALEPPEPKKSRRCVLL
An asterisk follows results filed as active; ? = inconclusive; · = not tested or not shown; & = joins results of further samples.

SMILES | Rac1 mut GTP | Mcl1-Bid inh | Pf gamet viab | HRas wt GTP | Rab2 wt GTP | Rab7 wt GTP bind | Avidin bead fluor | Mcl1 Noxa PPI | Rac1 wt modul | Mcl-1 Bim block | Cdc42 wt GTP
O=C(/C=C/c1cccs1)N1CCN(c2ccccc2F)CC1 | 98 | -24 | 15 | 100 | 99 | 97 | 2 | 7 | 102 | -4 | 95
COC(=O)[C@H](CC(C)C)NC(=O)NCCCc1ccccc1 | 98 | -5 | · | 102 | 98 | 103 | 3 | 4 | 105 | -1 | 100
O=c1oc(-c2ccco2)nc2sc3c(c12)CCCCC3 | 94 | -12 | -6 | 96 | 97 | 101 | 10 | -6 | 95 | 0 | 96
O=C(NNC(=O)C1CCCO1)c1ccc(F)cc1 (configuration not stated) | 100 | -11 | 13 | 97 | 96 | 98 | 13 | -2 | 103 | -3 | 99
COc1cc2ccccc2cc1C(=O)Nc1ccccc1N1CCN(S(C)(=O)=O)CC1 | 97 | 2 | -15 | 97 | 97 | 98 | 36 | -1 | 100 | -2 | 96
CN1CCN(NC(=O)Nc2cccc(Cl)c2Cl)CC1 | 95 | 0 | 5 | 97 | 97 | 95 | 10 | 15 | 100 | -5 | 96
O=C(NC(CO)Cc1ccc([N+](=O)[O-])cc1)C(Cl)Cl (configuration not stated) | 100 | 2 | · | 99 | 100 | 97 | 10 | 27 | 104 | 0 | 102
Cc1nnc(SCC2=C(C(=O)O)N3C(=O)C(NC(=O)c4cccc(F)c4F)C3SC2)s1 (configuration not stated) | 91 | -59 | 19 | 94 | 94 | 93 | 8 | 23 | 96 | 1 | 96
O=C(COc1cccc(NC(=O)c2cccc([N+](=O)[O-])c2)c1)c1ccc(F)cc1 | 99 | -1 | · | 100 | 100 | 102 | 5 | 1 | 102 | · | 100
O=C(N/N=C/C=C\c1ccccc1)c1cnccn1 | 97 | -18 | · | 103 | 99 | 105 | 12 | -3 | 100 | -1 | 99
O=C(CN(CC1CCCO1)C(=O)CCC(=O)Nc1ccccn1)NCC1CCCO1 (configuration not stated) | 98 | -28 | -6 | 103 | 100 | 101 | 11 | -6 | 107 | 3 | 102
CC1CCCN(C(C(=O)Nc2ccc3c(c2)OCO3)c2ccccc2)C1 (configuration not stated) | 99 | -30 | · | 102 | 99 | 102 | 6 | 0 | 106 | -1 | 103
COc1cc(C=O)ccc1OCc1ccc(Cl)nc1 | 94 | -17 | · | 98 | 101 | 103 | 4 | -8 | 97 | 0 | 95
O=C(NC1CCCCCC1)C1CCC(CNS(=O)(=O)c2ccc(Br)s2)CC1 (configuration not stated) | 98 | -4 | -17 | 104 | 103 | 103 | 10 | 16 | 105 | -5 | 104
O=C(Nc1ccccc1)OCCOc1ccccc1 | 99 | 12 | · | 104 | 102 | 98 | 8 | 5 | 100 | -2 | 101
CCCCCn1c(=N)n(CC(O)COc2ccccc2OC)c2ccccc21 (configuration not stated) | 99 | -15&-32 | · | 101 | 102 | 99 | 6&7 | 8&12 | 105 | -3 | 102
CCN(CC)S(=O)(=O)c1ccc(N2Cc3ccccc3C2=N)cc1 | 95 | 3 | 19 | 94 | 97 | 93 | 10 | 16 | 95 | -2 | 97
COc1ccc(CCNC(=O)COc2ncnc3ccccc23)cc1OC | 97 | -18 | · | 99 | 98 | 104 | 26 | -4 | 98 | 1 | 96
Cc1ccc(Cn2c(CN3CCOCC3)nc3c2c(=O)n(C)c(=O)n3C)cc1 | 99 | -2 | -22 | 100 | 100 | 96 | 32 | 5 | 100 | 0 | 99
O=C(O)Cn1c(-c2cscn2)nc2ccccc21 | 100 | -2 | · | 100 | 102 | 102 | 12 | 9 | 104 | 0 | 106
COc1cc(C)c(S(=O)(=O)N2CCOCC2)cc1C(C)C | ? | 38 | · | ? | ? | ? | 10 | 17 | ? | -6 | ?
O=C(O)CSc1ncnc2c1oc1ccccc12 | 95 | 8 | · | 98 | 98 | 96 | 17 | 3 | 98 | -2 | 99
CCOc1cc(C)c(S(=O)(=O)N2CCCCC2)cc1C | 98 | -18 | -10 | 95 | 97 | 96 | 9 | 5 | 96 | 0 | 96
Cc1ccc(OC(C)C(=O)N=Nc2c(O)[nH]c3ccc([N+](=O)[O-])cc23)cc1 (configuration not stated) | 86 | -9 | 5 | 88 | 86 | 93 | 9 | -2 | 88 | -2 | 87
Cc1[nH]c(=O)[nH]c(=O)c1N(C)C | 95 | -3 | 0 | 101 | 102 | 105 | 14 | -8 | 103 | -6 | 102
The list goes on:
SMILES | Rac1 mut GTP | Mcl1-Bid inh | Pf gamet viab | HRas wt GTP | Rab2 wt GTP | Rab7 wt GTP bind | Avidin bead fluor | Mcl1 Noxa PPI | Rac1 wt modul | Mcl-1 Bim block | Cdc42 wt GTP
O=C(CCSc1ccccc1)Nc1ccc(S(=O)(=O)Nc2ncccn2)cc1 | 93 | -19 | 6 | 94 | 97 | 103 | 3 | 8 | 95 | -2 | 93
CC(C)SCCCCOc1ccc2ccccc2c1 | 96 | -20 | · | 100 | 98 | 98 | 11 | -3 | 99 | -1 | 100
Cc1ccc2c(c1)nnn2C1CCN(C(=O)c2ccccc2F)CC1 | 98 | -6 | · | 98 | 102 | 100 | 10 | 14 | 103 | 0 | 96
Fc1ccc(NC(=S)N2CCOCC2)cc1Cl | 93 | -19 | 0 | 92 | 95 | 101 | 3 | 12 | 89 | -4 | 91
CC(NC(=O)c1nn(C)c(=O)c2ccccc12)c1ccccc1 (configuration not stated) | 98 | -7 | -23 | 95 | 96 | 97 | 35 | -4 | 98 | -1 | 94
CS(=O)(=O)N(CC(=O)N1CCN(c2ccc(F)cc2)CC1)c1cccc(Cl)c1 | 98 | 4 | · | 98 | 100 | 99 | 6 | 9 | 99 | -3 | 99
CCOc1ccc2nc(NC(=O)c3ccc(OC)c(S(=O)(=O)N4CCOCC4)c3)sc2c1 | 96 | 23 | 12 | 97 | 95 | 96 | 6 | 20 | 96 | 0 | 95
CC(=O)c1c(C)[nH]c(C(=O)OC2CCCCC2=O)c1C (configuration not stated) | 96 | -39 | 7 | 98 | 100 | 97 | 15 | 2 | 95 | -5 | 95
O=c1[nH]c2cc3c(cc2cc1CN(CCCO)C(=S)NCc1ccco1)OCO3 | 94 | -49 | · | 94 | 96 | 100 | 12 | 24 | 101 | 2 | 99
Cc1cc(OC(=O)c2ccc(S(=O)(=O)N3CCCC3)cc2)c([N+](=O)[O-])c(=O)[nH]1 | 95 | -5 | 0 | 96 | 97 | 97 | 11 | 20 | 96 | 1 | 94
COc1ccccc1C/C(N)=N/OC(=O)c1cccc([N+](=O)[O-])c1C | 99 | -5 | -14 | 103 | 99 | 102 | 14 | 3 | 109 | -3 | 103
COc1ccc(-c2nnc(SC(C)C(=O)Nc3cccc(Cl)c3)o2)cc1 (configuration not stated) | 97 | -11 | · | 98 | 99 | 99 | 5 | 14 | 101 | -7 | 96
Cc1ccc(NC(=O)CSc2ccc(-c3cccnc3)nn2)cc1Cl | 95 | -17 | -13 | 97 | 99 | 99 | 11 | -29 | 99 | 2 | 96
Cc1cccc(C(=O)NCC(=O)OCC(=O)N2CCCCC2)c1 | 94 | -17 | · | 95 | 95 | 93 | 11 | -2 | 95 | 0 | 94
CC(=O)NCCc1nc2cc(NC(=O)c3cccs3)ccc2n1C | 97 | -9 | 3 | 95 | 99 | 105 | 6 | -5 | 98 | 0 | 96
COCCCNS(=O)(=O)c1ccccc1 | 103 | -19 | -4 | 103 | 105 | 104 | 9 | 8 | 109 | 0 | 108
CC1(C)CC(=O)C2=C(C1)NC(Nc1nc3ccccc3o1)=NC21CCCCC1 | 97 | -14 | 13 | 100 | 102 | 101 | 34 | -3 | 107 | -5 | 101
O=C1CCC/C1=c1\s/c(=C\c2cccnc2)c(=O)n1-c1ccccc1 | 102 | -13 | · | 100 | 99 | 95 | 14 | -6 | 103 | -4 | 102
Cc1c(NC(=O)/C(C#N)=C/c2c(Oc3ccccc3)nc3ccccn3c2=O)c(=O)n(-c2ccccc2)n1C | 97 | -41 | -15 | 98 | 97 | 97 | 14 | 20 | 101 | -5 | 100
COc1ccc(S(=O)(=O)N2CCCC(C(=O)NCCC(C)C)C2)cc1 (configuration not stated) | 94 | -22 | 2 | 98 | 98 | 103 | 9 | 2 | 96 | 0 | 92
C=CCn1c(-c2cc(-c3ccc(C)cc3)nc3ccccc23)n[nH]c1=S | 96 | -70 | -6 | 96 | 95 | 95 | 8 | -3 | 104 | -1 | 91
CC(=O)Nc1ccc(S(=O)(=O)NC2=C(N3CCN(c4ccc(F)cc4)CC3)C(=O)c3ccccc3C2=O)cc1 | ? | -63 | -6 | ? | ? | ? | 8 | 20 | ? | 5 | ?
Cc1ccc(-n2nnnc2SCC(=O)NC2CCCc3ccccc32)cc1 (configuration not stated) | 100 | -6 | 18 | 102 | 100 | 100 | 10 | 5 | 102 | -2 | 100
